Screening data as filed in PubChem BioAssay.
OX1R antagonist = OX1R (HCRTR1) antagonists, primary screen, fluorescence, CHO/OX1R cells, Fluo-8 calcium, orexin A; Orexin/Hypocretin receptor type 1 (Homo sapiens), O43613; Fluo-8 calcium fluorescence; inhibition, % at 5 µM; 0.43% of 330,000 active;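 active = inhibition above its plate's threshold, mean inhibition of all tested compounds on the plate plus 3 SD, cut at about 37% in these data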;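 note: 0% = orexin A challenge wells and 100% = SB-334867-A antagonist wells; not every result past the cut was called active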
Target sequence (O43613 whole entry, looked up): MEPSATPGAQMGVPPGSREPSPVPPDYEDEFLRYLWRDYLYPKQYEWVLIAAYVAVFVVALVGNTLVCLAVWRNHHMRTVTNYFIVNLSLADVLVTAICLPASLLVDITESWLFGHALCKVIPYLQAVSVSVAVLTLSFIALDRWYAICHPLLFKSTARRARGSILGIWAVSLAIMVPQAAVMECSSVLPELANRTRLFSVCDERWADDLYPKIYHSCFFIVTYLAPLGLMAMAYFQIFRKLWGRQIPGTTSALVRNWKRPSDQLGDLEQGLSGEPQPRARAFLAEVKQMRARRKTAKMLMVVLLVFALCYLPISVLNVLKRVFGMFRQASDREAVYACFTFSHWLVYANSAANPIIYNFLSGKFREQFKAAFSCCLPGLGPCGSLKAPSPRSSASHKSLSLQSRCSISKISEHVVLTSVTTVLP
CHT allo act = CHT positive allosteric modulators, primary screen, cell-based, membrane potential dye, choline EC20 | High affinity choline transporter 1 (Homo sapiens), Q9GZV3 | CHT-expressing cells; stronger effect = higher value; LV-AA mutant CHT in HEK293 cells | B-score at 10 µM | 0.49% of 310,000 active | AID 488977, 2010;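 active = initial fluorescence not abnormally high and integrated response B-score, plate-corrected, over 3 SD above library mean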
Target sequence (Q9GZV3 whole entry, looked up): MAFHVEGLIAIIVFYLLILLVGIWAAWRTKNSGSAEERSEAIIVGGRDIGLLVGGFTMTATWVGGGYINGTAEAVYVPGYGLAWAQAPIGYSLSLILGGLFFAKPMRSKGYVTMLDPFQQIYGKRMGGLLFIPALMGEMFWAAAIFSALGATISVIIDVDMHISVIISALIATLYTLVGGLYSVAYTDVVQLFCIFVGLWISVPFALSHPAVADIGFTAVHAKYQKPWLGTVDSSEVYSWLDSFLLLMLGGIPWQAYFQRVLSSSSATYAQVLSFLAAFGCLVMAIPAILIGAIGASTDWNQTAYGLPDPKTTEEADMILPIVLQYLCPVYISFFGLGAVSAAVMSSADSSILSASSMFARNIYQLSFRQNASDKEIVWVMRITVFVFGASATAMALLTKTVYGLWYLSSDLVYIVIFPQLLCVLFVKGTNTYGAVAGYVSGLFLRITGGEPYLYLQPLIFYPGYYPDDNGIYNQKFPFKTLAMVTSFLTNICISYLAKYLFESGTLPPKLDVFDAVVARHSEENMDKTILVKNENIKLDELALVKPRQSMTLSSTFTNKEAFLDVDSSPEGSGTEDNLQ
Active calls of the source: *; i = inactive; x = no result given.

Results follow in this order: OX1R antagonist | CHT allo act
- Cc1ccc2c(c1)c1c3n2CCN(CCC(=O)O)C3CCC1 (centres undefined)
    0 | i
- CN(C)N1C(N)=C(C#N)C(c2ccsc2)C2=C1CC(C)(C)CC2=O (centres undefined)
    -16 | i
- CCOc1cc(/C=C2/C(=N)N3OC(C)=CC3=NC2=O)ccc1OC(=O)c1ccco1
    -2 | i
- Cc1nn(C(C)C(=O)N2CCc3ccccc32)c(C)c1[N+](=O)[O-] (centres undefined)
    -11 | i
- Cc1ccc(S(=O)(=O)Nc2cccc(C(=O)NCc3ccc(S(N)(=O)=O)cc3)c2)cc1
    -9 | i
- Cc1c(Cl)cn2c(=O)cc(CN(C)Cc3nc4ccccc4c(=O)[nH]3)nc2c1Cl
    -23 | i
- Cc1nn(C(=O)c2nn(C)cc2[N+](=O)[O-])c(C)c1Cl
    -6 | i
- Cc1cccc(-n2cnc(C(=O)O)c2)n1
    1 | i
- CCOc1ccc(CCNC(=O)COC(=O)c2cccs2)cc1OCC
    -29 | i
- CCC1(c2ccc(Cl)cc2)NC(=O)N(CC(=O)NC2(C#N)CCCCC2)C1=O (centres undefined)
    -13 | x
- CCCCc1nc2ccccc2c(=O)n1NC(=O)c1c(O)c2cccc3c2n(c1=O)CC3
    -42 | i
- CC1=C(C(=O)Nc2ccc(C(=O)N3CCN(c4ccccc4F)CC3)cc2)SCCO1
    -14 | i
- O=[N+]([O-])c1ccc(N2CCN(Cc3ccc([N+](=O)[O-])o3)CC2)cc1
    x | i
- Cc1cnc([N+](=O)[O-])n1CCOC(=O)NC(=O)c1cccc(F)c1
    -14 | i
- CCCCc1c(O)c2ccccc2n(CCCC)c1=O
    -11 | i
- Cc1ccc(OCCNc2ccc(C(F)(F)F)cc2[N+](=O)[O-])cc1
    -14 | i
- CN(C)c1ccc(NC(=O)CSc2nnc(-c3cccs3)n2Cc2ccco2)cc1
    35 | i
- CCOc1ccc(C(=O)NNC(=O)c2cc(S(=O)(=O)N3CCOCC3)ccc2Cl)cc1
    -14 | x
- Cc1cc(NC(=O)c2cncc(Br)c2)ccc1NC(=O)c1cc2ccccc2o1
    -8 | i
- COc1ccc(N(C(=O)c2csnn2)C(C(=O)NC2CCCC2)c2ccccc2)cc1 (centres undefined)
    -30 | i
- COc1cccc(-n2c(SCC(=O)NCc3ccco3)nnc2-c2c[nH]c3ccccc23)c1
    -6 | i
- Cc1nnc(NC(=O)C2CC(=O)N(C(C)c3ccccc3)C2)s1 (centres undefined)
    -2 | i
- COc1ccc(N2C(=O)CSC23C(=O)N2CCCc4cccc3c42)cc1 (centres undefined)
    -12 | i
- O=C(CCN1C(=O)C2CC=C(Cl)CC2C1=O)NCc1ccco1 (centres undefined)
    -7 | i
- OC(CN1CCN(Cc2ccccc2)CC1)Cn1c2ccccc2c2ccccc21 (centres undefined)
    -2 | i
- CC1=C(C)CC(C(=O)N2CCN(Cc3ccccc3)CC2)C(C(=O)O)C1 (centres undefined)
    -13 | i
- COc1ccc(-c2cc(C(F)F)n3ncc(C(=O)N4CCc5ccccc54)c3n2)cc1
    -37 | i
- COc1ccc(-c2csc(N(CCCN(C)C)C(=O)c3cc(OC)c(OC)c(OC)c3)n2)cc1
    -30 | i
- Cc1ccc(Nc2ncccc2C(N)=O)cc1[N+](=O)[O-]
    -2 | i
- CCOC(=O)c1sc(NC(=O)CSc2nc3ccccc3o2)c(C(=O)OCC)c1C
    -24 | i

Structures listed so far containing an NH in an aromatic ring:
Results follow in this order: OX1R antagonist | CHT allo act
- Cc1c(Cl)cn2c(=O)cc(CN(C)Cc3nc4ccccc4c(=O)[nH]3)nc2c1Cl
    -23 | i
- COc1cccc(-n2c(SCC(=O)NCc3ccco3)nnc2-c2c[nH]c3ccccc23)c1
    -6 | i

Next results:
Results follow in this order: OX1R antagonist | CHT allo act
- O=C(CCSc1ccc(Cl)c(Cl)c1)NC12CC3CC(CC(C3)C1)C2
    -5 | i
- O=C(N/N=C/c1ccc(C(=O)O)cc1)C1=NNC(c2ccccc2)(c2ccccc2)C1
    5 | i
- CCC(=O)NCCCc1nc(-c2ccccc2)no1
    -14 | i
- Cc1ccc(S(=O)(=O)NNC(=O)CCC(=O)Nc2ccc(C)cc2C)cc1
    -13 | i
- CCN(C(=O)CSc1ncccn1)C1CCS(=O)(=O)C1 (centres undefined)
    -15 | i
- Nc1ccc(Nc2nc3ccccc3[nH]2)cc1
    -2 | i
- Cc1c(C(=O)N(Cc2ccccc2)C(C)C)cnn1-c1ccccc1
    -22 | i
- CSc1nc2ccc(NS(=O)(=O)c3ccc(Cl)s3)cc2s1
    -12 | i
- CCN(CC)CC(=O)N1N=C(c2cccs2)CC1c1ccco1 (centres undefined)
    -19 | i
- O=C(COc1ncnc2ccc(Br)cc12)NCc1ccco1
    -17 | i
- COc1ccc(N/N=C/c2c(C(=O)O)ccc3ccccc23)cc1
    -14 | i
- COc1cc(/C=N/NC(=O)c2cccnc2)ccc1OS(=O)(=O)c1cc(C)ccc1C
    -20 | i
- COC(=O)c1c(C(=O)OC)c(-c2cccc(C)c2)n2c1CS(=O)C2 (centres undefined)
    -16 | i
- CC(=O)Nc1ccc(NC(=O)C(C)NC(C)c2cccc3ccccc23)cc1 (centres undefined)
    -16 | i
- O=C(NCCc1cccc(F)c1)C1CCN(S(=O)(=O)c2ccc(F)cc2)CC1
    -11 | i
- COc1ccc(CNC(=O)c2c(O)c3ccccc3n(C)c2=O)cc1OC
    -17 | i
- COc1cc2c(cc1OC)-c1cc(NC3CCCCC3)nc(=O)n1CC2
    -22 | i
- COc1ccc(-c2csc(NC(=O)c3c(C)noc3C)n2)cc1
    -12 | x
- C=CCSc1nc2ccccc2c2nc(-c3ccccc3)nn12
    -18 | i
- CCCN(CCC)S(=O)(=O)c1ccc(C(=O)OCCN2C(=O)c3cccc4c(N5CCOCC5)ccc(c34)C2=O)cc1
    -6 | i
- COc1ccc(OC)c2[nH]c(=O)c(CCNC(=O)CC(C)C)cc12
    -6 | i
- Cc1cnc(C(=O)N2CCCC(C(=O)c3cccc(OC(C)C)c3)C2)cn1 (centres undefined)
    -1 | i
- CC(=O)c1c(C(C)=O)c(C)n(Cc2ccc3c(c2)OCO3)c1C
    -1 | i
- COc1ccc(N(C(=O)c2snc(C(N)=O)c2N)C(C(=O)NC2CCCCC2)c2ccc(C)o2)cc1 (centres undefined)
    -25 | i
- CC(C)CNC(=O)c1cccc(NC(=O)C(C)Oc2ccccc2)c1 (centres undefined)
    -7 | i
- CN(C)S(=O)(=O)c1cc(NC(=O)CSc2nn(-c3ccc(Cl)cc3)c(=S)s2)ccc1Cl
    25 | i
- S=c1[nH]nc(-c2n[nH]c3c2CCC3)n1/N=C/C=C/c1ccccc1
    -8 | i
- COc1cc(NC(=O)COc2cc(O)c3c(c2)OC(C)(C)CC3=O)cc(OC)c1OC
    30 | i
- COc1ccc(OCCCC(=O)OCC(=O)Nc2c(C)nn(-c3ccccc3)c2C)cc1
    -10 | i
- CC1(C)CC(=O)C=C(Nc2cc(-c3ccccc3)[nH]n2)C1
    -27 | i
- COc1ccc(-c2coc3cc(O)ccc3c2=O)cc1OC
    -10 | i
- CN(c1ccc(O)cc1)S(=O)(=O)c1ccc2ccccc2c1
    -5 | i
- CC(CN1CCN(C/C=C/c2ccccc2)CC1)c1ccccc1 (centres undefined)
    -17 | i
- CC(C)(C)n1ncc2c(=O)n(Cc3ccccc3Br)cnc21
    6 | x
- Cc1ccccc1-c1ocnc1C(=O)Nc1ccccc1NC(=O)c1ccccn1
    -25 | i
- NS(=O)(=O)c1ccc(CCNC(=O)C2(S(=O)(=O)c3ccc(Cl)cc3)CC2)cc1
    -24 | i
- COc1cccc(N(C(=O)Cn2nnc(-c3cccs3)n2)C(C(=O)NC(C)C)c2ccc(C)o2)c1 (centres undefined)
    -15 | i
- COc1cccc(C(=O)CSc2nnc(COc3cccc4cccnc34)o2)c1
    -3 | i
- CCC(=O)c1ccc(OCc2ccc(C#N)cc2)cc1
    -26 | i
- COc1ccc(CN(C(=O)c2oc3ccccc3c2C)C2CCS(=O)(=O)C2)cc1OC (centres undefined)
    -24 | i
- COc1ccc(C(=O)NCc2nnc(SCC(=O)NCc3ccco3)o2)cc1
    -11 | i
- CSCCC1NC2(C(=O)Nc3ccc(Cl)cc32)[C@@H]2C(=O)N(C3CCCC3)C(=O)[C@H]12 (some centres undefined)
    -20 | i
- CN1CCN(C(=S)NC(=O)c2ccccc2Br)CC1
    -1 | i
- CC1(C(=O)NCc2cccnc2)CCC(=O)N1Cc1cccs1 (centres undefined)
    -3 | i
- COc1ccc(-c2nc(-c3ccccc3)nc(Cl)c2C#N)cc1
    -6 | i
- CC(C)(C)c1ccc(Cn2cnc(-c3ccc([N+](=O)[O-])cc3)c2)cc1
    -23 | i
- COc1cc(NC(=O)CN(C)S(=O)(=O)c2ccc(C)cc2)cc(OC)c1
    -20 | i
- Cc1ccc(NC(=S)NNc2ccc([N+](=O)[O-])cc2S(=O)(=O)Nc2ccccc2C(=O)O)cc1C
    -5 | i
- CCOC(=O)c1cncc(C#CCOC(=O)Nc2ccc(OC(F)(F)F)cc2)c1
    23 | i
- COc1ccc(CCN(Cc2cc3cc(C)c(C)cc3nc2Cl)C(=O)C2CC2)cc1
    -12 | 9.2*
- CCc1cccc(N(C(=O)c2csnn2)C(C(=O)NC2CCCCC2)c2ccncc2)c1 (centres undefined)
    -28 | i
- CC1(c2ccc(Cl)cc2)NC(=O)N(CC(=O)c2ccc3c(c2)OCO3)C1=O (centres undefined)
    -6 | i
- C=C[C@@H]1c2cccc(C)c2N(S(=O)(=O)c2ccc(C)cc2)[C@H](c2ccc(OC(C)=O)cc2)C1(C#N)C#N
    -1 | x
- Cc1nnc(-c2ccccc2)nc1N(C)C
    -2 | i
- O=C(COC(=O)CNS(=O)(=O)c1ccccc1)Nc1ncc(Cl)cc1Cl
    -10 | x
- CC1CCCCN1C(=O)CSc1nc(N)cc(=O)[nH]1 (centres undefined)
    -15 | i
- COc1cc(C2CC(=O)Nc3cc(C)c(C)cc32)cc(OC)c1OC (centres undefined)
    -23 | i
- O=C(NC(=S)NC1CCCc2ccccc21)c1ccco1 (centres undefined)
    -11 | i
- O=C(COC(=O)CCC(=O)c1ccccc1)NCCc1ccccc1
    -19 | i
- C=CCCC(=O)N1CCCC(C(=O)c2cccc(OC)c2)C1 (centres undefined)
    -21 | i

Quoted at random: five compounds from above, in no set order.
Results follow in this order: OX1R antagonist | CHT allo act
- O=C(COC(=O)CNS(=O)(=O)c1ccccc1)Nc1ncc(Cl)cc1Cl
    -10 | x
- Cc1ccccc1-c1ocnc1C(=O)Nc1ccccc1NC(=O)c1ccccn1
    -25 | i
- COc1ccc(-c2coc3cc(O)ccc3c2=O)cc1OC
    -10 | i
- C=C[C@@H]1c2cccc(C)c2N(S(=O)(=O)c2ccc(C)cc2)[C@H](c2ccc(OC(C)=O)cc2)C1(C#N)C#N
    -1 | x
- CC1(c2ccc(Cl)cc2)NC(=O)N(CC(=O)c2ccc3c(c2)OCO3)C1=O (centres undefined)
    -6 | i

(cont.)
Results follow in this order: OX1R antagonist | CHT allo act
- COc1ccc(CN(C)S(=O)(=O)c2nnc(NC(=O)c3cccc(F)c3)s2)cc1OC
    -28 | i
- Cc1ccc(/C=C/C(=O)NCc2cccs2)c(C)c1
    -21 | i
- COc1ccc2cc(C(=O)C3CCCN(C(=O)C4=NN(C)C(=O)CC4)C3)ccc2c1 (centres undefined)
    -15 | i
- CCOc1c2ccc(C(=O)NC3CCCc4ccccc43)cc2nn1C (centres undefined)
    3 | i
- Cc1cccc(OCC(=O)Nc2ccc(C(=O)O)cc2NC(=O)COc2cccc(C)c2)c1
    -4 | i
- COc1ccc(OC)c(S(=O)(=O)NCc2ccccc2)c1
    -9 | i
- Cc1cc(C)c(NC(=O)CNC(=O)COC(=O)Cc2ccccc2C)c(C)c1
    -13 | x
- O=C(NCC1COc2ccccc2O1)c1ccc(NC(=O)C2CCCO2)cc1 (centres undefined)
    1 | i
- CCC(C)N(C(=O)COC(=O)c1nc2nc(C)cc(C)n2n1)C1CCS(=O)(=O)C1 (centres undefined)
    -6 | i
- C[n+]1cc(-c2ccccc2)oc1-c1ccccc1
    2 | i
- CCOc1ccc(CCNC(=O)COC(=O)c2cccnc2Cl)cc1OCC
    -28 | i
- N#CC1(c2ccccc2)CCC(=O)N1Cc1ccccc1 (centres undefined)
    1 | i
- c1cc(CNCCCN2CCOCC2)ccn1
    -12 | i
- Cc1c(Cl)cccc1Nc1ncccc1C(=O)O
    -20 | i
- Cc1ccc(CNC(=O)C2CCCN(S(=O)(=O)c3c(C)noc3/C=C/N(C)C)C2)cc1 (centres undefined)
    -18 | i
- CN(C)C(=O)c1cn(-c2ccccc2)c(=O)c2ccccc12
    2 | i
- CC1(C)CC(NC(=S)NC(=O)c2cc(Br)ccc2Cl)CC(C)(C)N1
    -11 | x
- CCc1ccc(C(=O)NNc2cc(Cl)ccc2Cl)cc1
    -14 | i
- CCc1nnc(NC(=O)c2ccc(COc3ccccc3)o2)s1
    -36 | i
- CS(=O)(=O)c1ccc(CNC(=O)[C@]2(C(F)(F)F)C[C@H](CCc3ccccc3)CCCO2)cc1
    -26 | i
- O=C(NCc1cccs1)c1ccc(N2CCCC2=O)cc1
    -17 | i
- COc1ccc(N(CC(=O)NCC(C)C)S(=O)(=O)c2ccccc2)cc1
    -33 | i
- Cc1nn(Cc2ccccc2)c2c1C(c1ccncc1)C(C#N)=C(N)O2 (centres undefined)
    -25 | i
- CC(=Nc1ccccc1C(F)(F)F)c1ccncc1
    7 | i
- Cc1ccc(-n2ncc3c(=O)[nH]c(SCC(=O)N4CCOCC4)nc32)cc1
    -3 | i
- O=CN(CCN(C=O)CN1CCCCC1)CN1CCCCC1
    -6 | i
- CCc1ccc(Nc2n[n+](-c3ccccc3)c(-c3ccc(OCc4ccccc4)cc3)s2)cc1
    -8 | 17*
- CCOc1ccccc1NC(=O)N1C2CCCC1CC(NC(=O)C1CC1)C2 (centres undefined)
    -28 | i
- C#Cc1ccc([C@@H]2C=C(C(=O)N3CCOCC3)O[C@H](OCc3ccc(CO)cc3)C2)cc1
    -34 | i
